Compound activity as filed in PubChem BioAssay.
mIAP inh – blocks mouse intestinal alkaline phosphatase | inhibition, % at 10 µM | 0.2% of 330,000 active | purified mouse IAP, CDP-Star luminescence, 30 min | AID 2806;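 active = inhibition of at least 40% at 10 µM in the primary screen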;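 note: plate controls were DMSO with enzyme for no effect and no enzyme wells for full effect; values of inactives mirror those of a sister screen read the other way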
PfG6PD inh – PfG6PD (Plasmodium falciparum) enzyme inhibition. AID 504690. inhibition, % at 20 µM. PfGluPho enzyme, NADPH resazurin-diaphorase fluorescence. 0.78% of 350,000 active;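 active = inhibition reaching at least a set limit at 20 µM in the primary screen, cut at about 59% in these data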;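 note: 0% = DMSO wells with substrate and 100% = DMSO wells lacking glucose-6-phosphate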
A3A deaminase – blocks human APOBEC3A ssDNA deamination; P31941; 0.41% of 330,000 active; AID 493011; inhibition, % at 20 µM; recombinant A3A, FAM/TAMRA ssDNA deamination fluorescence;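 active = at least 40% inhibition at 20 µM here, with at most 30% in a related deaminase screen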;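 note: plate controls were A3A with DMSO for no effect and wells lacking A3A enzyme for full effect; some results filed as inactive read as strong as hits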
Target sequence (P31941 whole entry, looked up): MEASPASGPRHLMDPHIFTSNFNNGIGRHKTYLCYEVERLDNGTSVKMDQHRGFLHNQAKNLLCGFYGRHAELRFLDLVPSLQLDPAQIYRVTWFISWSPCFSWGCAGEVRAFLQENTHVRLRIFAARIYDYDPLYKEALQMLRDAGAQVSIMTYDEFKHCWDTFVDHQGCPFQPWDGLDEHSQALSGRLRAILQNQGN
hIAP inh – blocks human intestinal alkaline phosphatase; P09923; 0.12% of 330,000 active; inhibition, % at 10 µM; purified IAP, CDP-Star luminescence, 30 min; AID 2544;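 active = inhibition reaching a set limit with compound at 10 µM in the primary screen, cut at about 35% in these data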;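 note: plate controls were DMSO wells with enzyme for no effect and no-enzyme buffer wells for full effect; values of inactives mirror those of a sister screen read the other way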
HKDC1 inhibitor – blocks human hexokinase HKDC1 activity; AID 493160; Q2TB90; inhibition, % at 20 µM; recombinant HKDC1, G6PDH/diaphorase resazurin coupled fluorescence; 0.16% of 340,000 active;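 active = inhibition above about 35% when tested at 20 µM, limit read from the data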;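 note: plate controls were DMSO wells with enzyme for no effect and DMSO wells lacking enzyme for full effect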
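Test system: recombinant HKDC1 (HK5) hexokinase enzyme, produced in-house; Amount: enzyme 5 µg/mL final; Buffer or medium: Tris pH 8.0 buffer with MgCl2, Tween-20, BSA, BME; Reagent: glucose and ATP substrates; Doses: 20 µM test compound, 1% DMSO; Incubation: 90 min reaction incubation at room temperature, dark; Detection: resorufin fluorescence at 613 nm.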
ATG4B inh – inhibitors of human ATG4B cysteine protease | AID 504462 | inhibition, % at 8.33 µM | Q9Y4P1 | ATG4B cleavage of LC3-PLA2, NBD-HPC fluorescence, 1 h | 0.51% of 340,000 active; in the data active = inhibition above about 40%
Target sequence (Q9Y4P1 whole entry, looked up): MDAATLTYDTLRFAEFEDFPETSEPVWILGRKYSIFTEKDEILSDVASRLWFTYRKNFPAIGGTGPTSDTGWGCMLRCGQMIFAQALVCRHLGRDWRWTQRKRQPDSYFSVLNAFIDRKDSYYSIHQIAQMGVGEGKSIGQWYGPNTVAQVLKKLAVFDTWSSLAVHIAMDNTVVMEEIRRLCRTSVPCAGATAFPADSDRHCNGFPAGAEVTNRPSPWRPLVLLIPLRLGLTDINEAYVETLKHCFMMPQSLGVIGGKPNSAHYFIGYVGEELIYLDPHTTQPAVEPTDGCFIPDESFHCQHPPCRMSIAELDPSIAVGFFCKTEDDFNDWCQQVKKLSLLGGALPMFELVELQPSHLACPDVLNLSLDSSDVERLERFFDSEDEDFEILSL
mIAP activ – increases mouse intestinal alkaline phosphatase activity | muIAP, CDP-Star luminescence, 30 min; stronger effect = higher value; 1 = vehicle-only enzyme signal, 0 = enzyme-free wells | activation factor at 10 µM | 0.24% of 330,000 active;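 active = activation factor of at least 2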; note: the source names both 10 and 20 µM as test concentration; values of inactives mirror those of a sister screen read the other way
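System: mouse IAP enzyme. Reagent: CDP-Star chemiluminescent phosphatase substrate. Benchmarks: DMSO wells, no-enzyme wells. Times: 30 min enzyme-substrate-compound incubation at room temperature. Detection: luminescence from enzymatic CDP-Star hydrolysis. Doses: test compounds delivered from DMSO solution.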
hIAP act – human IAP activation; activation factor at 10 µM; purified human IAP, CDP-Star luminescence, 30 min; stronger effect = higher value; 1 = vehicle-only enzyme, 0 = enzyme-free background; AID 2524; 0.16% of 330,000 active; P09923;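 active = activation factor of the enzyme at least 2-fold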; note: the source names both 10 and 20 µM as test concentration; values of inactives mirror those of a sister screen read the other way
The depositor's hits bear a star; . = no result given.

[1] CCCc1nn2c(=O)c(C(c3cccc(Cl)c3)c3c(O)nc4sc(CCC)nn4c3=O)c(O)nc2s1
[2] Cc1cc(=O)n(C)c(=O)n1CCCCOc1cccc([N+](=O)[O-])c1
[3] CSCC[C@H](NC(=O)N1CCn2c1nc1ccccc12)C(=O)NC1CCCCC1
[4] Cc1ccc(-c2noc(CCC(N)=O)n2)cc1
[5] COC(=O)c1ccc(OCCCCN2CC(C)OC(C)C2)cc1 (stereo not given)
[6] O=C(Cn1cnc2c(OCc3ccccc3)ncnc21)NCC1CCCO1 (stereo not given)
[7] O=C(N/N=C/c1ccc2c(c1)OCO2)c1cc(-c2ccco2)nc2ccccc12
[8] CCOc1ccc(N(CC(=O)N2CCN(c3ccc(F)cc3)CC2)S(=O)(=O)c2c(C)noc2C)cc1

Assay by compound	1	2	3	4	5	6	7	8
mIAP inh	-2	4	1	-7	-14	0	19	-4
PfG6PD inh	0	-3	6	6	-2	7	18	-1
A3A deaminase	5	6	-6	-3	-5	-3	16	3
hIAP inh	-60	-22	-21	-14	3	-1	-2	0
HKDC1 inhibitor	8	-4	-1	-6	-8	-5	3	5
ATG4B inh	12	1	-6	-10	-7	.	-2	17
mIAP activ	1	0.95	0.99	1.1	1.1	0.99	0.81	1
hIAP act	1.6	1.2	1.2	1.1	0.97	1	1	1

[9] CCCOc1ccc(/C=N/NC(=O)CN2CCCCC2)cc1OCC
[10] CCOC(=O)N1CCN(S(=O)(=O)c2cc(OCC(=O)NC3CCCCC3)c(C)cc2Cl)CC1
[11] O=C(Nc1cc(C(F)(F)F)ccc1N1CCOCC1)c1ccc(Cl)nc1
[12] CCn1cc(C(=O)O)c(=O)c2cnc(N3CCN(C(=S)NC(=O)c4ccc(F)c(F)c4)CC3)nc21
[13] N=C1SCC(=O)N1c1ccccc1Cl
[14] COc1ccc(OC)c(C(=O)NC(CC(N)=O)c2ccc(NCc3ccc(F)c(F)c3)c([N+](=O)[O-])c2)c1 (stereo not given)
[15] O=C(NC1CC(=O)N(c2ccc(Cl)cc2)C1)C1CC1 (stereo not given)
[16] O=C1CCNc2c(Cl)cc(Cl)cc21

Assay by compound	9	10	11	12	13	14	15	16
mIAP inh	11	3	10	4	1	48*	2	6
PfG6PD inh	-23	-9	19	-6	4	3	6	9
A3A deaminase	-6	0	-1	-4	-1	-1	0	1
hIAP inh	-16	-6	-6	12	1	8	-7	2
HKDC1 inhibitor	1	-1	0	-3	-5	-3	-4	-3
ATG4B inh	4	-3	-6	1	7	-4	1	2
mIAP activ	0.89	0.97	0.9	0.96	0.99	0.52	0.98	0.94
hIAP act	1.2	1.1	1.1	0.88	0.99	0.92	1.1	0.98

From no. 13 up to 16, as listed above:
[13] N=C1SCC(=O)N1c1ccccc1Cl
[14] COc1ccc(OC)c(C(=O)NC(CC(N)=O)c2ccc(NCc3ccc(F)c(F)c3)c([N+](=O)[O-])c2)c1 (stereo not given)
[15] O=C(NC1CC(=O)N(c2ccc(Cl)cc2)C1)C1CC1 (stereo not given)
[16] O=C1CCNc2c(Cl)cc(Cl)cc21

Assay by compound	13	14	15	16
mIAP inh	1	48*	2	6
PfG6PD inh	4	3	6	9
A3A deaminase	-1	-1	0	1
hIAP inh	1	8	-7	2
HKDC1 inhibitor	-5	-3	-4	-3
ATG4B inh	7	-4	1	2
mIAP activ	0.99	0.52	0.98	0.94
hIAP act	0.99	0.92	1.1	0.98

Later entries
[17] Cn1cccc1C1C=C(c2ccc(C(C)(C)C)cc2)Nc2ncnn21 (stereo not given)
[18] COc1ccc(CN(CC(=O)NCC2CCCO2)C(=O)CNS(=O)(=O)c2ccc(C)cc2)cc1 (stereo not given)
[19] COc1ccc(OC)c(/C=N\NC(=O)CC(=O)NCCc2ccccc2)c1
[20] N/C(=N\OCC(=O)Nc1ccc(F)c(Cl)c1)c1ccccc1
[21] Cc1cc(C)c2c(c1)cc(C)c1nnc(SCC(=O)Nc3ccc(S(=O)(=O)N4CCCCC4)cc3)n12
[22] O=c1ccn(CCc2c[nH]c3ccccc23)c2c1CCCC2
[23] O=C(Nc1ccccc1)c1cn(CCBr)cn1
[24] Cc1csc(Nc2nc(N)c(C(=O)Nc3cc(Cl)ccc3F)o2)n1

Assay by compound	17	18	19	20	21	22	23	24
mIAP inh	-7	-8	1	-5	-5	-1	4	0
PfG6PD inh	3	-3	-4	-2	14	31	-15	-7
A3A deaminase	-6	-5	7	-2	-2	2	-4	0
hIAP inh	6	-19	-4	-4	-9	-2	-1	-4
HKDC1 inhibitor	8	-4	9	-2	-6	-2	0	-3
ATG4B inh	11	-10	9	10	-31	-12	6	5
mIAP activ	1.1	1.1	0.99	1	1.1	1	0.96	1
hIAP act	0.94	1.2	1	1	1.1	1	1	1

[25] Cc1cc(C)c2oc(-c3ccc(C)c(NC(=S)NC(=O)/C=C/c4ccco4)c3)nc2c1
[26] CC(C)Cc1nc(N2CCCCC2)c(C#N)c2c1CCC2
[27] NC(N)=Nc1nc(CCN2C(=O)c3ccccc3C2=O)cs1
[28] CCOC(=O)c1c(C)noc1-c1ccc(Br)o1
[29] C=CCNC(=O)COC(=O)c1cc(S(=O)(=O)N2CCOCC2)ccc1N1CCCCC1
[30] CCn1cc([N+](=O)[O-])c(C(=O)Nc2ccc(Cn3nc(C)cc3C)cc2)n1
[31] CCN(CC)C(=O)N1CCC(NC(=O)c2ccc(C(C)(C)C)cc2)CC1
[32] O=C(Cn1ncc2c3ccccc3n(Cc3ccccc3)c2c1=O)NCc1ccccn1

Assay by compound	25	26	27	28	29	30	31	32
mIAP inh	15	-1	-7	0	8	2	-1	-4
PfG6PD inh	3	-15	7	13	-9	9	2	-6
A3A deaminase	24	-6	1	-2	-1	2	2	3
hIAP inh	-15	7	4	15	20	2	-20	-23
HKDC1 inhibitor	-4	1	2	-1	-3	-5	2	2
ATG4B inh	13	-6	12	-4	2	-5	-19	5
mIAP activ	0.85	1	1.1	1	0.92	0.98	1	1
hIAP act	1.1	0.93	0.96	0.85	0.8	0.98	1.2	1.2

[33] COc1ccc(C2Nc3ccccc3C(=O)N2NS(=O)(=O)c2ccccc2)c(OC)c1 (stereo not given)
[34] CC1CCN(C(=O)c2[nH]cnc2C(=O)N[C@H](C)c2ccccc2)CC1
[35] O=C(O)c1cnc(-c2ccccc2)nc1C(F)(F)F
[36] CCOC(=O)CSc1nc2sc3c(c2c(=O)n1-c1ccc(C)cc1)CCN(C)C3
[37] CC1CC(C)CN(S(=O)(=O)c2ccc(NC(=S)NC(=O)c3ccccc3)cc2)C1 (stereo not given)
[38] COC(=O)C(NNc1ccccc1)(NC(=O)c1ccc(F)cc1)C(F)(F)F (stereo not given)
[39] Cc1c(C(=O)O)cccc1-c1ccc(/C=C2/NC(=O)N(c3ccccc3)C2=O)o1
[40] CCS(=O)(=O)N1CCN(CC2CC3C=CC2C3)CC1 (stereo not given)

Assay by compound	33	34	35	36	37	38	39	40
mIAP inh	-3	-1	3	4	30	0	14	0
PfG6PD inh	-16	-5	-4	-11	11	-5	-12	-14
A3A deaminase	-3	4	-2	-3	1	1	13	0
hIAP inh	3	-42	-11	8	6	-6	2	7
HKDC1 inhibitor	-3	1	-9	5	-6	-1	-7	-3
ATG4B inh	-4	-6	4	0	-7	-1	-8	-9
mIAP activ	1	1	0.97	0.96	0.7	0.99	0.86	1
hIAP act	0.97	1.4	1.1	0.92	0.94	1.1	0.98	0.93

Printed as active in mIAP inh, among the entries above:
[14] COc1ccc(OC)c(C(=O)NC(CC(N)=O)c2ccc(NCc3ccc(F)c(F)c3)c([N+](=O)[O-])c2)c1 (stereo not given)

Assay by compound	14
mIAP inh	48*
PfG6PD inh	3
A3A deaminase	-1
hIAP inh	8
HKDC1 inhibitor	-3
ATG4B inh	-4
mIAP activ	0.52
hIAP act	0.92

(further entries)
[41] Cc1ccc(NC(=O)N/C=C/c2ccco2)cc1
[42] CC1SC(=NC(=O)C(C)N2C(=O)c3ccccc3C2=O)NC1=O (stereo not given)
[43] COc1cc2[nH]c(=O)n(CCC(=O)NCCC(C)C)c(=O)c2cc1OC
[44] CCc1ccc(C(=O)NNC(=O)CN2C(=O)NC3(CCCC3)C2=O)cc1
[45] COC(CN(C)C(=O)c1ccc(CS(=O)(=O)c2ccccc2C)o1)OC
[46] CCCCN1Cc2c(nc3cc(-c4ccco4)[nH]n3c2=O)C1=O
[47] COc1ccccc1C1CCN(c2ccc([N+](=O)[O-])cn2)CC1
[48] Cc1nc2ccc(F)cc2cc1C(=O)Nc1cccc(Cl)c1C

Assay by compound	41	42	43	44	45	46	47	48
mIAP inh	10	10	-1	18	-6	30	6	5
PfG6PD inh	5	-3	8	1	7	-16	-9	13
A3A deaminase	6	-5	0	-1	-4	96	4	-1
hIAP inh	-3	-6	-23	4	1	11	19	-18
HKDC1 inhibitor	-8	1	0	-3	0	3	-2	-5
ATG4B inh	5	2	-14	-9	-9	0	8	-1
mIAP activ	0.9	0.9	1	0.82	1.1	0.7	0.94	0.95
hIAP act	1	1.1	1.2	0.96	0.99	0.89	0.81	1.2

Record cards (already shown):
`CCc1ccc(C(=O)NNC(=O)CN2C(=O)NC3(CCCC3)C2=O)cc1` as listed: mIAP inh: 18; PfG6PD inh: 1; A3A deaminase: -1; hIAP inh: 4; HKDC1 inhibitor: -3; ATG4B inh: -9; mIAP activ: 0.82; hIAP act: 0.96
`CC1SC(=NC(=O)C(C)N2C(=O)c3ccccc3C2=O)NC1=O` (stereo not given) as listed: mIAP inh: 10; PfG6PD inh: -3; A3A deaminase: -5; hIAP inh: -6; HKDC1 inhibitor: 1; ATG4B inh: 2; mIAP activ: 0.9; hIAP act: 1.1
